PHOSPHO1 block – inhibitors of human PHOSPHO1 phosphatase. inhibition, % at 13.3 µM. recombinant PHOSPHO1, absorbance phosphatase assay. AID 1565. 290,000 tested, 1.1% active; in the data active means inhibition above about 60%
pCIP destab – compounds decreasing mouse p/CIP protein stability; 290,000 tested, 0.01% active; F442A p/CIP-EGFP cells, EGFP fluorescence, 16 h; Q05BA5; decrease of EGFP signal, % at 10 µM; AID 1984;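 active means EGFP signal decrease of at least 30% at 10 µM or well 3 SD below plate mean, unless failing retest; inactive means the rest, including hits failing retest or dose response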; further: some compounds called inactive have numbers as strong as hits; many of its hits are not listed in these tables
IMP-1 inhibitor – inhibitors of Pseudomonas aeruginosa IMP-1 metallo-beta-lactamase | inhibition, % at 5.6 µM | 290,000 tested, 0.45% active | purified IMP-1, nitrocefin hydrolysis, epi-absorbance fluorescence;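 active means inhibition above the mean plus 3 SD of all compounds in the same screening run, cut at about 4.5% in these data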;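 further: 0% = IMP-1 with DMSO and 100% = DMSO wells lacking enzyme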
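Assay system: purified IMP-1; Quantity: IMP-1 0.2 nM before substrate addition; Medium: HEPES buffer pH 7.1 with ZnSO4 and Brij 35; Incubation: 15 min enzyme–compound preincubation, then 25 min nitrocefin reaction, 25 °C; Signal: fluorescence quenching readout, ex 480/em 530 nm; Controls: DMSO with and without IMP-1; Repeats: singlicate testing.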
NALP1 yeast inh – inhibitors of NALP1 inflammasome in yeast | inhibition, % at 10 µM | 280,000 tested, 0.61% active | S. cerevisiae NALP1/ASC/caspase-1 growth, X-gal OD620, 72 h; in the data active means inhibition mostly above about 24%, no sharp cut-off; inactive means mostly below about 32%; further: some compounds called inactive have numbers as strong as hits
VIM-2 inhibitor – inhibitors of Pseudomonas aeruginosa VIM-2 metallo-beta-lactamase | 290,000 tested, 0.89% active | inhibition, % at 5.6 µM | purified VIM-2, nitrocefin hydrolysis, epi-absorbance fluorescence;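 active means inhibition above the mean of all tested compounds plus 3 SD, cutoff set per screening run, cut at about 7.5% in these data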;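 further: red hydrolysis product quenches plate fluorescence so inhibitors raise well fluorescence; 0% = enzyme with DMSO and 100% = DMSO without enzyme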
IDE act – activators of human insulin-degrading enzyme in cells; HEK cells, FAbeta-B cleavage, fluorescence polarization; 0% vehicle, 100% cell-free pure enzyme wells; AID 493087; 340,000 tested, 0.073% active; activation, % at 5.96 µM; P14735;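 active means activation above the mean of all tested compounds plus 3 SD, set per screening campaign, cut at about 17% in these data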
IDE inh – cellular human IDE inhibition; AID 434962; HEK cells, FAbetaB cleavage, fluorescence polarization; P14735; inhibition, % at 5.59 µM; 320,000 tested, 0.41% active;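 active means percent inhibition above the average of all tested compounds plus 3 SD, set per screening campaign, cut at about 16% in these data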;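 further: IDE supplied by intact live HEK cells; FP after avidin binding of uncleaved biotin substrate so inhibition keeps polarization high; 0% = DMSO wells and 100% = 60 µM reference IDE inhibitor Ii1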
M18AAP inhibitor – blocks P. falciparum M18 aspartyl aminopeptidase; inhibition, % at 7.35 µM; 290,000 tested, 1.2% active; recombinant PfM18AAP, H-Glu-NHMec fluorogenic cleavage; AID 1822;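 active means inhibition above the campaign mean inhibition over all tested compounds plus 3 SD, cut at about 28% in these data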;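 further: 0% = plate median of test compound wells and 100% = 2 mM ZnCl2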
GPR7 antagonist – antagonists of human GPR7 (neuropeptides B/W receptor 1). 290,000 tested, 1.1% active. GPR7-expressing cells, fluorescence antagonist assay. P48145. inhibition, % at 4.4 µM; in the data active means inhibition above about 16%, passing the limit was not always enough;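 further: cells stimulated with the agonist NPW; 0% = agonist with vehicle and 100% = vehicle without agonist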
The depositor's hits bear a star; . = no result given.

SMILES | PHOSPHO1 block | pCIP destab | IMP-1 inhibitor | NALP1 yeast inh | VIM-2 inhibitor | IDE act | IDE inh | M18AAP inhibitor | GPR7 antagonist
CC(C)(O)C#Cc1ccc(C(=O)N2CCCC2C(=O)O)s1 (centres undefined) | -14 | -7 | -1.6 | 2 | -3.6 | 0 | -8 | 0 | -11
COc1ccc(-n2c(C)cc(/C=C3\SC(=S)N(Cc4ccco4)C3=O)c2C)cc1 | -10 | -18 | -1.9 | 5 | -3.2 | -8 | 17* | 5 | -5
Cc1cc(NC(=NC2CC2)c2ccccc2F)n(-c2ccccc2)n1 | -27 | 1 | -2.2 | 11 | -3.3 | 6 | 4 | -8 | -12
Cc1cc(C)n2c(C)nnc2c1 | 27 | 1 | -0.1 | 15 | -0.5 | 4 | . | -1 | 6
Cc1ccc(-c2csc3ncn(CC(=O)N4CCOCC4)c(=O)c23)cc1 | -17 | -3 | -3.0 | 19 | -4.1 | 0 | 3 | 7 | 5
Oc1c(Br)cc(/C=N/Nc2ccc(Cl)nn2)cc1Br | . | -10 | -6.3 | 6 | -2.5 | 6 | 6 | 34* | -20
N#CCSc1nc2c(c(=O)n1Cc1ccco1)C1(CCCC1)Cc1ccccc1-2 | 26 | -13 | -1.9 | 7 | -1.9 | 5 | 3 | 9 | -17
CC1(C)CC(=O)C2=C(C1)NCN(Cc1ccccc1)C2 | 15 | 4 | -2.3 | -3 | -1.8 | -5 | 0 | -4 | -1
O=C(CCC(=O)Nc1ccccc1Cl)NNC(=S)Nc1ccccc1C(F)(F)F | 12 | -5 | -2.4 | 10 | -6.9 | -4 | -5 | -4 | -12
Cc1nn(CCCC(=O)O)c(C)c1[N+](=O)[O-] | 37 | 2 | -2.8 | -2 | -0.4 | -4 | 3 | 3 | 1
Cc1cc(C)nc(Nc2ccc(Br)cc2C(=O)O)n1 | 28 | -8 | -2.3 | -1 | 0.6 | 0 | 0 | 8 | -21
COc1cc2c3c(c1OC)C1(C=CC(=NO)C=C1)CC3N(C(C)=O)CC2 (centres undefined) | 11 | 9 | -2.7 | 4 | -1.3 | 3 | 5 | 2 | -15
COc1ccc(C2C(C#N)=C(N)Nc3onc(C(C)(C)C)c32)c(OC)c1 (centres undefined) | 4 | -4 | -4.0 | 11 | -1.8 | -3 | 3 | 7 | -6
O=C(Oc1ccccc1Cl)c1ccc(N2CCOCC2)c([N+](=O)[O-])c1 | 2 | -5 | -1.4 | 28 | -3.3 | 0 | 3 | 1 | -4
Cc1ccc2nc3sc(C(=O)N4CCCc5ccccc54)c(N)c3cc2c1 | 7 | -6 | -3.6 | 44 | -1.4 | -1 | 0 | -50 | -4
O=C(NCc1cccnc1)C(=O)Nc1ccc([N+](=O)[O-])cc1 | 10 | -11 | -1.3 | -4 | -3.1 | 2 | 4 | -8 | -15
COc1ccc(/C=N\NC(=O)c2ccc(F)cc2)cc1COc1cc(F)ccc1[N+](=O)[O-] | 13 | -7 | -1.6 | 16 | 0.3 | 2 | . | -14 | -4
O=C(Nc1ccccc1N1CCCCC1)c1cccc([N+](=O)[O-])c1 | -159 | -10 | -4.1 | -21 | -4.4 | 8 | 1 | 0 | -11
CSc1ccc(/C=C(/NC(=O)c2ccccc2)C(=O)NCCCn2ccnc2)cc1 | 14 | -3 | -1.9 | 14 | 0.4 | 0 | 2 | -3 | -9
c1ccc(-c2nc(NCC3CCCO3)c3ccccc3n2)nc1 (centres undefined) | 7 | -5 | 0.0 | 26 | -1.9 | 3 | 3 | 0 | -4
COc1cc(-c2[nH]nc3c2C(c2ccco2)C(C#N)=C(N)O3)cc(OC)c1OC (centres undefined) | -9 | -6 | -1.9 | 10 | -0.6 | -2 | 7 | 10 | 2
O=C(NC1CCCCC1)C(c1cccnc1)N(CCc1ccccc1)C(=O)Cc1cccs1 (centres undefined) | -8 | -2 | -2.8 | . | -0.7 | -1 | 2 | -7 | -9
O=C(CSCc1cccc(Cl)c1)N1CCN(Cc2ccc3c(c2)OCO3)CC1 | 4 | -18 | 3.3 | 3 | -4.0 | -1 | 1 | -3 | 0
O=C(CCn1nc(-c2ccccc2)c2ccccc2c1=O)N1CCN(c2ccccc2)CC1 | -8 | -6 | 1.2 | 4 | 0.5 | -3 | 3 | 0 | -7
C/C=C\C(=O)Nc1cccc(C2=NOC3(C2)C[C@H](C(N)=O)N(C(=O)Cc2ccc([N+](=O)[O-])cc2)C3)c1 (some centres undefined) | 13 | -9 | . | 0 | . | 0 | 9 | . | .
CCCCCCNC(=O)N[C@H](C(=O)NCCC[C@H]1CN2C(=NC[C@H]2C)N1CCC(c1ccccc1)c1ccccc1)C(C)O (some centres undefined) | -141 | -4 | . | . | . | -17 | 16* | . | .
COc1ccc(CNC(=O)[C@H](C)NC(=O)C2CCN(C(=O)[C@@H](N)CCSC)CC2)cc1 | -2 | 12 | -2.6 | 18 | -3.5 | 8 | -2 | 4 | -1
COc1cccc(NC(=O)c2ccccc2NS(C)(=O)=O)c1 | 21 | -4 | -5.4 | -12 | -0.1 | 3 | 4 | 4 | -14
COc1ccc(C(=O)/C=C/C(=O)N(CC(=O)NC2CCCCC2)Cc2ccc(F)cc2)c(O)c1 | 14 | -5 | -1.3 | -9 | -6.9 | -2 | . | -2 | -4
COCCn1c(SCC(=O)Nc2cc(C)on2)nnc1C(C)C | 6 | 26 | -2.4 | 6 | 0.2 | -1 | 2 | -1 | -3
CC(C)(/C=N/O)/[N+]([O-])=C/c1ccccc1C(F)(F)F | 19 | -6 | -0.7 | 2 | -1.7 | -2 | 4 | 18 | -6
O=C(O)/C=C\C(=O)Nc1cccc(C(=O)Nc2cccc(O)c2)c1 | -17 | -2 | -0.7 | -6 | -2.3 | 7 | 8 | 3 | 4
CC(=O)Nc1cccc2c1OCCO2 | -14 | -4 | 1.4 | 4 | -1.7 | 2 | -1 | -6 | -3
CC1(C)N=C(/C=N/O)CN1O | 12 | 7 | -2.9 | 15 | -2.0 | -4 | 3 | 8 | 0
NC(=O)c1nn(-c2ccccc2)c(=O)cc1O | 46 | -2 | -3.8 | 9 | -0.2 | 0 | 1 | 7 | -2
CC1(c2ccc(OC(F)F)cc2)NC(=O)N(/N=C/c2c(O)ccc3ccccc23)C1=O (centres undefined) | 2 | -6 | -4.3 | 16 | -0.2 | -1 | 5 | 6 | -7
Cc1ccc(CNC(=O)c2ccc(CS(=O)(=O)c3ccccc3)o2)cc1 | -6 | 4 | -0.1 | 22 | -1.6 | 2 | -6 | -6 | -8
CN(CC(=O)Nc1ccc(N2CCOCC2)cc1)C(=O)c1ccc(O)c(Cl)c1 | 43 | 14 | -1.9 | 11 | -1.5 | 2 | 2 | -3 | -15
O=C(NCCCN1CCN(CCCNC(=O)c2cccc([N+](=O)[O-])c2)CC1)c1cccc([N+](=O)[O-])c1 | 9 | -3 | -0.8 | 11 | -1.3 | 0 | 2 | -8 | -2
CC1(C)Cc2c(sc(NC(=O)C(=O)N3CCOCC3)c2C#N)CO1 | -4 | -1 | -0.6 | 13 | -0.9 | 3 | 4 | 8 | -10
CCCCCCNc1nc(NCc2ccco2)nc(OCC)n1 | 16 | 3 | -2.8 | 50 | -4.1 | -1 | 3 | 8 | -4
O=C(CN(Cc1ccc2c(c1)OCO2)C(=O)CNC(=O)c1ccco1)NC1CCCCC1 | -8 | -3 | -3.0 | 14 | -2.0 | -8 | 2 | 3 | -5
NC(=S)Nc1nc2ccccc2s1 | -5 | 9 | -2.6 | 6 | -3.4 | -1 | -3 | 18 | 15
COc1cc(/C=N/NC(=O)c2ccc(-n3cccc3)cc2)ccc1O | -5 | -8 | -2.7 | 14 | -4.3 | -11 | 1 | 9 | -12
CC(C)(C)SCCNC(=O)Nc1ccccc1 | 6 | 3 | -5.3 | 31 | -0.3 | 4 | 0 | -8 | -12
O=C(Nc1cccc(Cl)c1)Nc1cc(S(=O)(=O)N2CCOCC2)ccc1N1CCCC1 | -18 | -6 | 1.5 | 36 | -0.5 | 3 | -4 | -11 | -4
CCN=C(NCC)SC1CC(=O)N(c2ccc(OC)cc2)C1=O (centres undefined) | 0 | -4 | -3.7 | 12 | -5.3 | 7 | 0 | 0 | 8
O=C(CSc1n[nH]c(=O)n1C1CC1)N1N=C(c2ccc(Cl)cc2)CC1c1ccco1 (centres undefined) | 44 | -9 | -1.8 | . | 1.1 | 0 | 3 | 5 | -4
O=C1CC(c2c[nH]c3ccccc23)C(=O)N1 (centres undefined) | 6 | 1 | 3.7 | . | -2.7 | 2 | 0 | 5 | -13
COc1ccc(CNC(=O)COC(=O)/C=C/c2cccs2)cc1 | 8 | -2 | -3.6 | 14 | -2.6 | 4 | -2 | -2 | 4
C[C@@H]1CN(CCCn2c3ccccc3c3ccccc32)C[C@H](C)N1 | 48 | -1 | -0.9 | 2 | -2.0 | . | . | -1 | 23
Cc1cc(NC(=O)COC(=O)C2CCN(S(=O)(=O)c3ccccc3)CC2)c([N+](=O)[O-])cc1C | 22 | -8 | -1.7 | 21 | -0.6 | 3 | 0 | -10 | -17
N#CC1=C2N=C(N)c3ccccc3N2C2=C(C(=O)CCC2)C1c1ccc(F)cc1 (centres undefined) | 23 | -2 | -3.8 | . | -1.2 | 3 | -3 | 4 | -16
COc1ccc(C(=O)Nc2nnc(S(=O)(=O)N3CCOCC3)s2)cc1 | 49 | -4 | -0.5 | -24 | -5.8 | 2 | -2 | 4 | 6
O=[N+]([O-])c1ccc(C(=S)N2CCC(Cc3ccccc3)CC2)cc1 | -24 | -13 | -3.3 | 22 | -1.8 | 3 | 1 | -2 | 1
CCc1ccc2c(c1)/C(=N/OC)C(=O)N2 | 6 | -14 | -3.3 | 18 | -2.3 | 5 | -4 | 2 | 1
O=C(CC(=O)N/N=C/c1ccccc1)NCc1ccccc1 | 32 | 3 | -3.7 | -1 | -6.9 | 1 | 2 | -6 | -5
COc1cc(/C=C2\OC(=O)c3c(OC)cccc32)ccc1O | 20 | -9 | 1.8 | 26 | 7.1 | -19 | 12 | 13 | -2
Cc1cc(OCC(=O)c2ccc(F)cc2)ccc1N1C(=O)CCC1=O | 22 | -15 | -2.7 | 15 | 0.0 | 0 | 3 | -13 | -7
Cc1ccc(CN2C(=O)N/C(=C/c3cc(C)n(-c4ccccn4)c3C)C2=O)cc1 | 11 | 2 | -0.2 | 34 | -1.2 | 1 | -2 | -2 | -10
NS(=O)(=O)c1ccc(CCNC(=O)c2ccc(C(=O)c3ccccc3)cc2)cc1 | 11 | -11 | -1.8 | 18 | -2.1 | 5 | -2 | -1 | -5
Cc1cc(C)c(/C=C(\C#N)C(N)=S)c(C)c1 | 13 | -10 | -1.2 | 8 | -0.8 | 1 | -3 | 19 | 1
O=C(C1CCC(CNS(=O)(=O)c2ccccc2)CC1)N1CCCCC1 (centres undefined) | 34 | -3 | -0.8 | 6 | -1.2 | 3 | -2 | -4 | -3

2 compounds drawn at random from those above, as already listed:
SMILES | PHOSPHO1 block | pCIP destab | IMP-1 inhibitor | NALP1 yeast inh | VIM-2 inhibitor | IDE act | IDE inh | M18AAP inhibitor | GPR7 antagonist
NC(=S)Nc1nc2ccccc2s1 | -5 | 9 | -2.6 | 6 | -3.4 | -1 | -3 | 18 | 15
Cc1cc(NC(=O)COC(=O)C2CCN(S(=O)(=O)c3ccccc3)CC2)c([N+](=O)[O-])cc1C | 22 | -8 | -1.7 | 21 | -0.6 | 3 | 0 | -10 | -17

Compound activity deposited in PubChem BioAssay by several laboratories.
